Bioassay records as filed in PubChem.
DAX1 inh-1 – inhibits human nuclear receptor DAX1. P51843. HEK293 Gal4-DAX1 luciferase reporter, luminescence. inhibition, % at 6.75 µM. actives 0.99% (n = 340,000). AID 504766;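 active = inhibition above the mean over all tested compounds plus 3 SD, cut at about 4.2% in these data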;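 note: 0% = DAX1-transfected cells with DMSO and 100% = empty-vector control cells with DMSO; inhibition shows as a rise in luminescence from relieved DAX1 repression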
hcDAF12 agonist – activators of H. contortus DAF-12 nuclear receptor; HEK293 hcDAF-12 lit1-tk-luc reporter, luminescence; 0% DMSO, 100% Δ7-dafachronic acid; activation, % at 6.8 µM; actives 1.4% (n = 370,000);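 active = activation above the mean of all tested compounds plus 3 SD, cut at about 5.5% in these data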;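 note: 100% = response to 3 µM Δ7-dafachronic acid high control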
PLCg1 inh – inhibitors of human phospholipase C gamma1. P19174. purified PLC-gamma1, fluorogenic substrate, fluorescence. inhibition, % at 12.2 µM. actives 0.84% (n = 370,000); in the data active = inhibition above about 9.5%
Target sequence (P19174 whole entry, looked up): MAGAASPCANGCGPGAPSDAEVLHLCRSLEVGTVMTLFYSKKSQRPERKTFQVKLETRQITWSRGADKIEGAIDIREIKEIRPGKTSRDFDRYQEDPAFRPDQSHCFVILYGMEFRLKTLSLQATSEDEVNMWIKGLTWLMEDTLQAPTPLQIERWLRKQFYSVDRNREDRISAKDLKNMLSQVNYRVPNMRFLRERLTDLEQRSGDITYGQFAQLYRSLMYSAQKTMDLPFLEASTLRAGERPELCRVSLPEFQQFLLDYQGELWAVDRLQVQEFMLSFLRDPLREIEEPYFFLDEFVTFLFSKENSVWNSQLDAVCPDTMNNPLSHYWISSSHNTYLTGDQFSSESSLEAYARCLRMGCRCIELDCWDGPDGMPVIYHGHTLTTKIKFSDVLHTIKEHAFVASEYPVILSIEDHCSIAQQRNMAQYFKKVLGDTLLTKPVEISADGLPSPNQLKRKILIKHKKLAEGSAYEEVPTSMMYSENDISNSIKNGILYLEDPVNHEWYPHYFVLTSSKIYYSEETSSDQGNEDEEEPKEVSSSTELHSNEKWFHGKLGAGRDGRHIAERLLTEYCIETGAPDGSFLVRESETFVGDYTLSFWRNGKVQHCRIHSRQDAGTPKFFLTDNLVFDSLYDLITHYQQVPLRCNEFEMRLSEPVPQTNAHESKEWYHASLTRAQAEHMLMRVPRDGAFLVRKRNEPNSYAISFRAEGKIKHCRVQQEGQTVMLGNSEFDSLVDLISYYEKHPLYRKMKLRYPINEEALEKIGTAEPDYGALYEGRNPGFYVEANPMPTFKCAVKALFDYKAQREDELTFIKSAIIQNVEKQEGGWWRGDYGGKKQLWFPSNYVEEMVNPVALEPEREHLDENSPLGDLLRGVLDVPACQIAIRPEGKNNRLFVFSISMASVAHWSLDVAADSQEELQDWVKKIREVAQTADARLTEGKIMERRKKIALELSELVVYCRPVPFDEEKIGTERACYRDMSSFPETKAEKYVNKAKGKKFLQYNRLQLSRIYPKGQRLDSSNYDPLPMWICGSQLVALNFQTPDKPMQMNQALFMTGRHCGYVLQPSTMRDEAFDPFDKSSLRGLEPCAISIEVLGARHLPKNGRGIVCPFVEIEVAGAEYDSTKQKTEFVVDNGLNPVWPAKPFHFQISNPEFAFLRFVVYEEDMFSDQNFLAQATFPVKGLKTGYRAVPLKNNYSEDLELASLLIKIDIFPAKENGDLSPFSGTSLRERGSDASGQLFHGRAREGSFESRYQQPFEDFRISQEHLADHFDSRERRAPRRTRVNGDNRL
DAX1 inh-2 – DAX1 (NR0B1) inhibition, primary screen; actives 1.1% (n = 370,000); inhibition, % at 6.8 µM; AID 652010; HEK293T StAR-luciferase reporter, SF-1/DAX-1 repression relief;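 active = inhibition above the mean over all tested compounds plus 3 SD, cut at about 3.6% in these data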;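 note: 0% = DAX-1 cells with DMSO and 100% = cells lacking DAX-1 with DMSO; higher inhibition means more luminescence from relief of DAX-1 repression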
ssDAF-12 act – activates DAF-12 receptor from parasite S. stercoralis; HEK293 ssDAF-12/GRIP1 lit1-tk-luc reporter, luminescence; % of 3 µM dafachronic acid response; activation, % at 6.8 µM; actives 1% (n = 370,000);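 active = activation above the mean over all tested compounds plus 3 SD, cut at about 0.9% in these data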;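 note: 0% = DMSO-only wells and 100% = 3 µM delta7-dafachronic acid wells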
FXN GAA850 act – frataxin GAA850 promoter activation | activation, % at 6 µM | AID 540364 | actives 0.56% (n = 360,000) | HEK293 lucGAA850 FXN promoter luciferase reporter, 24 h; percent of 10 µM SAHA response;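 active = activation above the average of all compounds screened plus 3 SD, cutoff fixed separately per campaign, cut at about 7.5% in these data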;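 note: 0% = DMSO wells and 100% = 10 µM SAHA wells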
ADAM10 inh – ADAM10 inhibition, QFRET primary screen; O14672; recombinant ADAM10, EDANS/DABCYL FRET peptide cleavage, 3 h; inhibition, % at 7 µM; actives 0.62% (n = 370,000);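 active = inhibition above a per-campaign cutoff equal to the mean of compounds falling between control-based bounds plus 3 SD, cut at about 20% in these data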;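 note: 0% = DMSO wells while the 100% control is not disclosed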
HGIII-sPLA2 inh – Blocks human group III sPLA2 activity; Q9NZ20; QFRET BODIPY PC-A2 liposome hydrolysis, fluorescence; inhibition, % at 12.2 µM; actives 0.56% (n = 370,000); AID 743126;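 active = inhibition above mean plus 3 SD of compounds lying within the high and low control bounds, cut at about 19% in these data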;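 note: 0% = median of test compound wells and 100% = no enzyme DMSO wells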
ADAM17 inh – inhibitors of human ADAM17; P78536; recombinant ADAM17, EDANS/DABCYL FRET peptide cleavage; inhibition, % at 6.95 µM; actives 0.83% (n = 370,000);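 active = inhibition above the mean of compounds lying between control limits plus 3 SD, set per campaign, cut at about 8.5% in these data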;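 note: 0% = DMSO-only wells as the low control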
PLC-beta3 inh – PLC-beta3 (human) inhibition, primary screen. Q01970. Purified PLC-beta3, fluorogenic substrate, fluorescence. inhibition, % at 12.2 µM. actives 0.18% (n = 370,000); in the data active = inhibition above about 11%;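 note: 0% = median of compound wells on plate and 100% = full blocker control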
hgDAF-12 ag – hgDAF-12 agonism, primary luciferase screen. HEK293 GAL4-hgDAF12 UAS-luciferase reporter, agonist luminescence; normalized to butyrate control. activation, % at 6.8 µM. actives 1.8% (n = 370,000);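 active = activation above a cutoff set at the mean of all screened compounds plus 3 SD, cut at about 10% in these data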;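 note: 0% = DMSO wells and 100% = sodium butyrate wells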
An asterisk follows results filed as active; nt = not tested or not shown; & = joins results of further samples.

No.	compound	DAX1 inh-1	hcDAF12 agonist	PLCg1 inh	DAX1 inh-2	ssDAF-12 act	FXN GAA850 act	ADAM10 inh	HGIII-sPLA2 inh	ADAM17 inh	PLC-beta3 inh	hgDAF-12 ag
1	CCC(CO)Nc1cccc2c1S(=O)(=O)N(Cc1cn(Cc3ccccc3C(F)(F)F)nn1)Cc1ccccc1O2 (stereo not given)	nt	-0.6	-5	0.5	-1.8	nt	-15	-13	-3	-5	0.2
2	COc1cc(NC(=O)c2ccc(N)nc2)cc(C(=O)Nc2cccc(C(F)(F)F)c2)c1	0.9&0.6	0.4&-1.2	-2&0	-1.4&-0.4	-1.0&-1.3	0.3&2.8	6&9	-11&-13	8&1	-2&0	1.4&1.4
3	COc1ccc(OC)c(/C=N/N=C2\SCC(=O)N2Cc2ccco2)c1	0.8	-0.1	-16	-1.4	-0.1	5.2	-47	-4	-12	-14	1.4
4	COc1ccc(S(=O)(=O)NC(=O)C2(C)CCN2C(=O)Cc2ccccc2Cl)cc1 (stereo not given)	nt	0.3	0	-0.2	-1.5	-0.6	86*	0	-1	0	0.6
5	CCC(CO)Nc1nc2ccc(Cl)cc2c2ccccc12 (stereo not given)	-0.4	-2.5	-2	0.1	-1.1	0.7	-71	-7	-24	-13	-1.6
6	O=C(COc1ccc(F)cc1Br)N1CCN(S(=O)(=O)/C=C/c2ccccc2)CC1	-0.4	-1.7	2	0.2	-1.7	1.0	4	-21	0	-3	-5.0
7	NC(=O)c1cc2ccccc2o/c1=N/NC(=O)c1cccs1	1.1	0.2	1	-1.7	-0.8	-1.4	-7	3	-4	-11	3.2
8	CC[N+](CC)(CC)CC(=O)Nc1c(C)cccc1C	0.5	0.0	5	-0.1	-1.4	0.2	1	15	-9	-6	-0.5
9	CC(C)NC(=O)C(=O)NCCN1CCN(C(=O)c2ccc(C(C)(C)C)cc2)CC1	1.8	-0.6	1	0.4	-1.0	1.1	-4	-5	1	1	-1.3
10	COC(=O)c1ccc(COn2nnc3ccccc32)cc1	0.2	3.8	0	3.4	-0.1	6.4	-3	-5	0	4	17*
11	O=C(CCCOc1ccccc1)N1CCN(S(=O)(=O)c2cccc(F)c2)CC1	2.6	-2.2	5	1.1	-0.6	2.1	-7	1	0	-2	0.2
12	Cc1cccc(N2C(=O)c3ccc(C(=O)Nc4cccc(C(=O)O)c4)cc3C2=O)c1	-0.7	2.6	3	0.3	-0.4	0.3	5	-5	-4	-5	3.5
13	CCOC(=O)c1c(-c2ccco2)csc1NC(=O)COC(=O)c1cnccn1	0.3	-1.1	-16	0.7	-0.8	3.4	-1	-6	0	-21	0.5
14	COc1ccccc1Nc1ccc(Nc2ccccc2OC)nn1	1.2	0.2	-4	0.9	-1.1	3.0	4	2	-1	-3	6.5
15	CCOC(=O)N1CCN(C(=O)CCN2C(=O)c3ccccc3S2(=O)=O)CC1	0.4	-1.0	-3	0.1	-0.7	0.7	-3	2	-1	2	0.9
16	Cc1cccc(OCc2n[nH]c(=S)n2-c2ccccc2)c1	2.3	-1.2	-1	-0.6	-2.1	-0.1	-3	12	-4	2	-2.4
17	COc1ccc2nc(-c3ccccc3)nc(SCC(=O)NCC3CCCO3)c2c1 (stereo not given)	-0.5	1.1	-3	0.1	-0.8	-0.1	-74	-2	-23	-10	2.0
18	CCn1c(COc2cccc(C)c2)nc2ccccc21	-0.1	-2.3	1	-0.3	-1.4	5.5	0	-7	-1	0	2.4
19	CC(Nc1ccc(Cl)cc1)C(=O)NN (stereo not given)	-0.9	0.0	-1	-0.6	-1.8	0.7	3	-3	-7	-3	-0.3
20	CC(=O)Nc1cncc(-c2ccc(CN(C)C)cc2)n1	nt	0.3	-2	0.5	-0.7	1.5	-32	8	-11	-6	-2.3
21	CC(C)C1=NOC(C(=O)N2CCC(N3CCC(C(=O)N4CCOCC4)CC3)CC2)C1 (stereo not given)	2.0	-0.9	-1	-0.3	-0.5	0.0	9	0	-2	-3	1.4
22	O=C(Cc1ccccc1)NCCn1ccc2ccccc21	0.7	5.1	-2	-0.3	-1.2	-2.0	-4	-10	0	-5	2.0
23	Cc1ccc(/C=N/NC(=O)C(c2ccncc2)N2CCOCC2)cc1 (stereo not given)	3.6	-1.2	8	0.3	-1.6	0.5	12	12	4	-3	0.3
24	CCC(=O)Nc1ccc2c(c1)nc(CCN1CCCCC1)n2C	1.2	-0.7	-2	-0.1	-1.2	1.5	-94	0	-41	-4	-1.2
25	CC(c1ccco1)N(C(=O)C12CC3(C)CC(C)(CC(C)(C3)C1)C2)c1ccccn1 (stereo not given)	5.4*	-1.5	1	-0.3	-1.3	2.8	2	-3	3	-15	0.3
26	COc1ccc(NC(=S)/N=C(\N)Nc2nc(C)c3ccccc3n2)cc1	0.3	0.6	2	-0.4	-1.6	1.3	-2	7	-4	-11	1.7
27	COCCn1c(SCC(=O)NNC(=O)Cc2ccccc2)nc2ccccc2c1=O	0.7	0.1	-2	0.1	-1.6	1.9	3	-5	-1	3	2.9
28	Cc1nnc(SCC(=O)NNC(=O)C(C)C)[nH]c1=O	-0.4	-1.9	1	0.0	-1.5	2.2	-4	8	-4	-2	3.6
29	O=C(Nc1ccc(N2CCN(C(=O)c3ccccc3)CC2)c(Cl)c1)c1ccc(Br)o1	-1.5	-5.0	-6	-3.9	-3.4	-3.2	10	-16	5	-1	-9.3
30	CC1CC2(CCCC2)N(C(=O)c2ccccc2)Cc2ccccc21 (stereo not given)	0.1	-2.9	-3	-0.9	-1.8	-0.9	-1	-4	-2	0	-3.9

Compound profiles, as listed above.
CC(=O)Nc1cncc(-c2ccc(CN(C)C)cc2)n1 as listed: DAX1 inh-1: nt; hcDAF12 agonist: 0.3; PLCg1 inh: -2; DAX1 inh-2: 0.5; ssDAF-12 act: -0.7; FXN GAA850 act: 1.5; ADAM10 inh: -32; HGIII-sPLA2 inh: 8; ADAM17 inh: -11; PLC-beta3 inh: -6; hgDAF-12 ag: -2.3
CCC(CO)Nc1nc2ccc(Cl)cc2c2ccccc12 (stereo not given) as listed: DAX1 inh-1: -0.4; hcDAF12 agonist: -2.5; PLCg1 inh: -2; DAX1 inh-2: 0.1; ssDAF-12 act: -1.1; FXN GAA850 act: 0.7; ADAM10 inh: -71; HGIII-sPLA2 inh: -7; ADAM17 inh: -24; PLC-beta3 inh: -13; hgDAF-12 ag: -1.6

More results follow:
No.	compound	DAX1 inh-1	hcDAF12 agonist	PLCg1 inh	DAX1 inh-2	ssDAF-12 act	FXN GAA850 act	ADAM10 inh	HGIII-sPLA2 inh	ADAM17 inh	PLC-beta3 inh	hgDAF-12 ag
31	CN1c2ccccc2C(=O)NC1c1ccc([N+](=O)[O-])s1 (stereo not given)	0.0	-1.8	-2	0.1	-1.1	2.1	-8	11	-1	-9	-4.8
32	CCOC(=O)COc1c(/C=N\O)cc(Cl)cc1OC	1.6	-1.7	-9	0.2	-1.1	1.2	-13	7	-8	-6	0.9
33	Cc1c(Cl)cccc1NC(=O)NCCCN1CCCC1=O	0.5	-0.1	0	0.0	-1.3	0.6	-8	4	-2	-8	-0.5
34	Cc1c(C(=O)NCc2cccc(C(F)(F)F)c2)sc(=O)n1Cc1ccccc1F	nt	0.4	0	-0.5	-0.5	-3.5	7	9	5	0	-2.3
35	CCN(C(=O)COC(=O)CN1C(=O)c2ccccc2C1=O)c1ccccc1	1.7	-0.5	-2	-0.5	-0.3	0.2	5	3	-4	1	0.7
36	Cc1ccc2nc3n(c(=O)c2c1)-c1ccccc1C(=O)NC3CC(C)C (stereo not given)	nt	1.7	-2	-0.8	-1.5	nt	-16	3	-2	2	0.2
37	Cc1ccc(OCC(=O)N/N=C/c2cccn2C)cc1C	0.6	-3.1	4	-0.1	-1.7	-0.8	-4	-2	-2	-7	0.2
38	COc1ccc(Cl)c(OC)c1C(=O)NC(=O)Nc1nc(C)nc(C)n1	0.0	-0.6	5	-1.0	-1.0	-1.1	-12	7	-7	-6	-3.4
39	Cc1ccc(OCCC(=O)OCC(=O)NC(=O)c2ccccc2)cc1	-0.3	-2.0	1	1.7	-0.8	-2.4	-6	5	-2	-6	4.2
40	Cc1cc2cc3c(cc2nc1SCC(=O)Nc1ccccc1)CCC3	0.8	-2.2	-2	-0.3	-0.9	2.8	2	0	-1	6	3.0
41	O=C(C1CCCC1)N(c1ccccc1)C1C=CS(=O)(=O)C1 (stereo not given)	0.8	-0.4	-1	0.6	-1.8	-0.8	-1	-1	-6	3	1.9
42	CCOc1ccc(-n2c(SCC(=O)Nc3ccc(S(=O)(=O)Nc4nccs4)cc3)nnc2-c2ccc(C(C)(C)C)cc2)cc1	nt	1.0	5	0.1	-1.3	nt	22*	-78	12*	1	2.9
43	O=[N+]([O-])c1c(Nc2ccccc2O)ccc2nonc12	3.7	-1.5	0	-1.1	-1.2	3.1	4	-8	2	2	-3.5
44	O=C(NCCO)c1cc2ccccc2cc1O	0.9	0.3	-151	0.5	-1.6	-1.2	-46	-11	-17	-199	-2.8
45	O=C(NC(=S)N1CCCCC1c1cccnc1)c1ccc(F)cc1 (stereo not given)	0.4	-2.6	1	-2.5	-0.7	0.7	4	10	-2	3	1.8
46	COc1ccccc1CNS(=O)(=O)c1ccc(-n2cnnn2)c(C)c1	-1.4	2.0	0	-0.5	-0.6	0.5	-3	5	-4	-7	-1.2
47	COc1ccccc1NS(=O)(=O)c1cc(NC(=O)Nc2ccccc2)ccc1N1CCCCC1	-0.9	-1.3	3	0.7	-0.8	-1.7	13	-35	8.8*	5	-4.1
48	O=C(Nc1ccccc1)[C@@H]1CC=C[C@@H]2CCN(Cc3ccc(Cl)c(Cl)c3)C(=O)[C@@H]21	0.3	-2.5	2	-1.1	-1.3	-0.1	4	12	-1	3	0.4
49	Cc1ccc(C(=O)Nc2ccccc2Cl)cc1	7.1*	12*	1	2.6	1.2*	5.8	-5	-2	-2	-2	13*
50	CCNC(=O)C1(C)CCN1CCC(=O)c1ccc(Br)cc1 (stereo not given)	nt	0.6	-2	-0.8	-1.5	0.7	-11	0	-5	0	3.7
51	CCS(=O)(=O)N1CCC(N2CCN(c3ccccc3)CC2)CC1	0.3	-1.2	3	0.1	-1.4	-1.4	1	1	1	-2	-0.6
